Source: PubChem BioAssay (Sanford-Burnham Center for Chemical Genomics)
UPR XBP1 act – adaptive UPR (XBP1) activation; CHO-XBP1 luciferase reporter, IRE1-XBP1 UPR activation, luminescence; percent of tunicamycin response, DMSO as zero; activation, % at 20 µM; actives 0.33% (n = 330,000); AID 463104;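 active = versus positive control, 20 µM dose yields 30% or more activation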;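 also: 100% = tunicamycin at 10 µg/mL and 0% = DMSO only wells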
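Signal: luciferase luminescence; Assay system: CHO-XBP1 luciferase reporter cells; Amount: one thousand reporter cells per well; Dosing: 20 µM single concentration, DMSO 1%; Benchmarks: high control tunicamycin 10 µg/mL final, low control DMSO vehicle only; Schedule: 6 h compound exposure at 37 °C, 5% CO2; Evaluation: percent activation relative to tunicamycin reference.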
tim23-1 inh – tim23-1 yeast growth inhibition; S. cerevisiae tim23-1 growth, BacTiter-Glo luminescence, 24 h; inhibition, % at 20 µM; actives 1.3% (n = 330,000);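 active = growth inhibition of the mutant yeast at or above 50%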;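 also: temperature-sensitive mutant grown at 25 °C; plate controls were DMSO-treated mutant yeast for no effect and medium wells lacking yeast for full effect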
APJ ag – APJ receptor agonism; P35414; CHO-K1 APJ PathHunter beta-arrestin, luminescence; 0% DMSO wells, 100% apelin; activation, % at 20 µM; actives 0.11% (n = 330,000);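 active = activation more than six SD over the plate average, tested at 20 µM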;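 also: 0% = DMSO alone and 100% = apelin-13 at 10 nM; some results filed as inactive read as strong as hits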
Target sequence (P35414 whole entry, looked up): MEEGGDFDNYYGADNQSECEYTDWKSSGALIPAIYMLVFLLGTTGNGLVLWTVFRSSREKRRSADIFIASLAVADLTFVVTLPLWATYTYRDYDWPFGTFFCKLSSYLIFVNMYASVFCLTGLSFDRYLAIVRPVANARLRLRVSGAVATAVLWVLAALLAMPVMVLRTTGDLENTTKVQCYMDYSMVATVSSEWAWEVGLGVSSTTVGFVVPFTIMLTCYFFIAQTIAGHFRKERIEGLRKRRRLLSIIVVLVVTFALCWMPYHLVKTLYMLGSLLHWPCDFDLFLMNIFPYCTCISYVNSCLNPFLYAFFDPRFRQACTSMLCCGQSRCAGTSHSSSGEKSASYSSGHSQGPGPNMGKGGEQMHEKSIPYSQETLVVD
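Assay system: engineered CHO-K1 APJ arrestin reporter cells; Amount: 1000 CHO-K1 reporter cells seeded per well; Dosing: one dose, 20 µM compound, 1% DMSO; Times: compound stimulation 90 min at 25 °C, detection 60 min; Measured by: luminescent beta-gal fragment complementation, chemiluminescent substrate; Read-out: APJ–arrestin association signal; Controls: DMSO vs Apelin-13 10 nM.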
Mdm2 MdmX PPI – human Mdm2/MdmX binding inhibition | inhibition, % at 8 µM | AID 485346 | actives 3% (n = 330,000) | O15151+Q00987 | SaOS-2 split-luciferase Mdm2/MdmX complementation, luminescence;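 active = inhibition of at least 50% at 8 µM in the primary screen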
TIM10 inh – inhibits growth of TIM10 yeast strain. S. cerevisiae TIM10 strain growth, BacTiter-Glo luminescence, 24 h. actives 1.4% (n = 330,000). inhibition, % at 10 µM;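 active = inhibition of 40% or more at the single tested concentration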;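 also: wild-type TIM10 isogenic control strain grown at permissive 25 °C; 0% = DMSO yeast wells and 100% = minimal medium wells without yeast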
CXCR6 inh – CXCR6 (human) receptor inhibition; inhibition, % at 20 µM; actives 0.36% (n = 360,000); CHO-K1 PathHunter CXCR6 beta-arrestin, luminescence; AID 602244; in the data active = inhibition above about 34%, passing the limit was not always enough;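 also: antagonist mode with CXCL16 agonist at 10 nM final; 0% = 10 nM CXCL16 with DMSO and 100% = unstimulated wells without agonist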
Target sequence (O00574 whole entry, looked up): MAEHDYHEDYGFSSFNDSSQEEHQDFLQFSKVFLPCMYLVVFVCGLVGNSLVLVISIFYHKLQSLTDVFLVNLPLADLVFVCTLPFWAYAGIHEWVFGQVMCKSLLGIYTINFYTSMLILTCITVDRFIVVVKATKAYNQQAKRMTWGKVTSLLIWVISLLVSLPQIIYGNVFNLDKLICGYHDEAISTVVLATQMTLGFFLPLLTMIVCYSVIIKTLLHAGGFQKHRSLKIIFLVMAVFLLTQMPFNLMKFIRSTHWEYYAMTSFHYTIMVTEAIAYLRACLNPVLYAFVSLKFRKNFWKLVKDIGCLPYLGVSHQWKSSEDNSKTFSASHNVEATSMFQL
CHOP UPR activ – apoptotic UPR (CHOP) activation. AID 449763. actives 0.34% (n = 330,000). activation, % at 10 µM. CHO-CHOP luciferase reporter, luminescence; percent of tunicamycin response over DMSO baseline;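 active = at 10 µM dose, activation of 40% or more, normalized to positive control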;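 also: 100% = tunicamycin at 10 µg/mL and 0% = DMSO alone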
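Test system: CHO CHOP reporter cells. Input: 500 CHO-CHOP cells per well. Medium: F12 with 10% FBS. Technique: luciferase luminescence. Measure: percent activation relative to tunicamycin control. Dosing: 10 µM compound, 0.5% DMSO. Timing: 16-18 h cell attachment, then 6 h compound exposure, 37 °C.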
APJ antag – antagonists of human APJ apelin receptor | inhibition, % at 20 µM | CHO-K1 APJ beta-arrestin complementation, luminescence | AID 2521 | actives 0.32% (n = 330,000) | P35414;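 active = inhibition above about 40% at 20 µM, limit read from the data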;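 also: cells challenged with 10 nM apelin-13 agonist together with compound; plate controls were apelin-13 plus DMSO wells for no effect and DMSO wells lacking apelin-13 for full effect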
tim10-1 inh – tim10-1 yeast growth inhibition. S. cerevisiae tim10-1 ts strain growth, BacTiter-Glo, 24 h. inhibition, % at 20 µM. actives 2.2% (n = 330,000);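 active = inhibition of at least 40%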;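 also: mutant grown at 25 °C; 0% = DMSO wells with yeast and 100% = wells holding no yeast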
Starred values were filed as active, the others as inactive; nt = not tested or not shown. A portion of the library; the hit share may differ from the screen's.

Molecule | UPR XBP1 act | tim23-1 inh | APJ ag | TIM10 inh | tim10-1 inh | Mdm2 MdmX PPI | CXCR6 inh | APJ antag | CHOP UPR activ
C=C(CC[C@@H](O)C(C)(C)O)[C@H]1CC[C@]2(C)[C@@H]1CCC1[C@@]3(C)CCC(=O)C(C)(C)C3CC[C@]12C (stereo partly specified) | -2.9 | 16.6 | -2.6 | -8.8 | 3.5 | 48.3 | -6.2 | -8.7 | -0.1
CN1CCN(CCCNC(=O)C2CCN(c3nnc(-n4cccc4)s3)CC2)CC1 | -6.7 | 8.5 | -3.1 | -9.1 | 12.5 | 15.4 | 0.6 | -9.3 | -1.2
O=C(NCc1ccccc1Br)C1CCCO1 (stereo unspecified) | 0.0 | -10.1 | -2.4 | 3.1 | 0.5 | 17.1 | 3.3 | 21.4 | 3.5
COc1ccc(CCN(C)C(=O)c2ccc(OCC(=O)N3CCOCC3)c(OC)c2)cc1OC | -1.2 | 13.5 | -4.2 | -0.6 | 0.3 | 17.9 | 1.9 | 15.7 | 0.1
CCC(=O)Nc1cccc(C(=O)N(Cc2ccccc2)Cc2ccccc2)c1 | -6.8 | 26.9 | -2.4 | 5.5 | 3.7 | 6.9 | 2.0 | 9.9 | 2.2
CCOC(=O)c1cnc2c(cnn2C)c1NCc1ccc(OC)cc1 | -0.9 | 15.3 | 0.3 | 19.5 | 29.0 | -32.4 | 2.4 | -1.4 | -2.1
N#CCCS(=O)(=O)c1ccc(N)cc1 | -1.8 | 1.0 | 2.7 | -0.8 | 9.5 | 0.3 | -3.5 | 2.9 | 0.9
O=C(N/N=C/C(Cl)=C\c1ccccc1)c1ccco1 | 6.1 | 32.6 | 3.9 | -37.4 | -98.0 | -51.6 | -4.1 | -10.3 | 5.2
COc1ccc(-c2nc(CS(=O)CC(=O)NCc3ccccn3)c(C)o2)cc1 (stereo unspecified) | -0.6 | 14.3 | -1.8 | -6.4 | 14.4 | 18.5 | -0.6 | 11.7 | -0.6
CCCCNc1c(-c2ccc(OC)c(SC(C)CC)c2)nc2ccc(Cl)cn12 (stereo unspecified) | -2.9 | 28.3 | -1.5 | 15.6 | 8.7 | 7.1 | -7.2 | -14.5 | 0.8
CCC(CC)C(=O)c1c[nH]c(C(=O)NCCc2ccccn2)c1 | 0.8 | 0.0 | 0.4 | -7.3 | 0.8 | 18.9 | -17.7 | 17.7 | -1.2
CN(C)CC(=O)c1c[nH]c2ccccc12 | -1.4 | 1.3 | -3.2 | 7.0 | 5.9 | -6.8 | 4.5 | 9.5 | 1.4

Next section.
Molecule | UPR XBP1 act | tim23-1 inh | APJ ag | TIM10 inh | tim10-1 inh | Mdm2 MdmX PPI | CXCR6 inh | APJ antag | CHOP UPR activ
COC(=O)c1sccc1NC(=O)CC1NCCNC1=O (stereo unspecified) | 2.3 | 4.1 | -2.3 | -9.3 | 12.8 | 3.1 | -3.0 | -4.0 | -2.5
COc1ccc(N(CC(=O)NCc2ccc3c(c2)OCO3)C(=O)CCC(=O)Nc2ccccn2)cc1 | 3.1 | 6.0 | -1.9 | -1.5 | 1.2 | -29.5 | -6.4 | 9.1 | -1.7
N#Cc1cc([N+](=O)[O-])ccc1NCCN1CCOCC1 | -1.1 | -7.5 | -1.9 | 3.9 | 9.5 | 10.9 | 6.2 | 9.4 | -0.6
O=C(CSc1nc2ncccc2[nH]1)c1cccc([N+](=O)[O-])c1 | -4.0 | 2.5 | -1.6 | 9.2 | 10.5 | 2.5 | -8.1 | -20.7 | -0.4
CC(Oc1coc(CN2CCN(C(=O)c3ccco3)CC2)cc1=O)c1ccccc1 (stereo unspecified) | -1.5 | -6.9 | 7.2 | 8.7 | -5.7 | 6.9 | 4.6 | 3.3 | -1.8
COCCNC(=O)CSc1nc2ccccc2c(=O)n1-c1cccc(OC)c1 | -2.4 | 22.3 | 1.5 | 11.2 | 3.5 | -27.4 | 0.3 | -12.5 | -1.1
COCCCNc1nc2c(-c3cccc(C)c3)nnn2c2ccc(Cl)cc12 | 26.4 | 13.4 | -1.2 | -7.6 | 16.0 | 55.3* | -6.6 | 16.3 | 5.6
CCN(CC)S(=O)(=O)c1ccc(C(=O)OCC(=O)Nc2sc3c(c2C#N)CCCCC3)cc1 | -2.3 | 20.1 | -2.7 | -11.1 | 23.7 | 6.2 | 1.0 | 3.6 | -1.4
CC1(C)Cc2ccccc2-c2nnc(SCc3ccc(C#N)cc3)n21 | 2.2 | 40.6 | -3.7 | 14.4 | 21.8 | -3.3 | 8.8 | -1.4 | -2.1
CCOCCCNC(=O)C1CCC(=O)N1CCc1ccccc1 (stereo unspecified) | -1.0 | -12.1 | -3.9 | -3.9 | 0.8 | 23.3 | -15.0 | 14.1 | -0.2
C[C@]12c3[nH]c4cc(-c5ccco5)ccc4c3CCN1C(=O)[C@@H](CC(=O)NCCC1=CCCCC1)C[C@@H]2C(=O)N1CCCCC1 | 0.5 | 28.6 | nt | 3.5 | 11.4 | 9.5 | 1.3 | nt | 3.0
CCN1C(=O)/C(=C\C=C2/C=CC=CN2CC)SC1=S | -5.5 | 27.1 | -7.2 | 19.6 | 24.4 | -90.8 | 54.4* | 65.0* | 2.6

Remaining list, next part:
Molecule | UPR XBP1 act | tim23-1 inh | APJ ag | TIM10 inh | tim10-1 inh | Mdm2 MdmX PPI | CXCR6 inh | APJ antag | CHOP UPR activ
CCn1c(SCC(=O)Nc2nc(-c3ccc(C)cc3)cs2)nnc1-c1ccccc1 | 0.2 | 11.3 | -2.2 | 9.7 | 14.1 | 18.8 | -5.5 | -11.2 | -0.2
O=C(c1cc(=O)[nH]c2ccccc12)N1CCN(c2ccccc2)CC1 | 0.8 | -14.2 | -2.3 | -22.8 | 0.7 | 6.1 | -5.0 | -12.8 | -0.2
COc1ccccc1NC(=O)COc1ccc(C(=O)NCC2CCCO2)cc1OC (stereo unspecified) | 0.4 | 3.6 | -2.2 | -8.5 | -7.5 | -15.4 | 1.5 | -9.2 | 2.1
COc1ccc(C(=O)NCCCc2nc3ccccc3n2Cc2cc(C)ccc2C)cc1OC | -0.7 | 10.3 | -1.5 | 2.7 | 10.8 | 21.1 | 2.6 | 11.8 | -1.2
COc1ccccc1NC(=O)c1c(C)cc(=O)oc1C | -4.3 | 7.3 | -0.1 | 0.9 | 1.2 | 9.0 | 0.4 | -4.7 | -1.2
CC(NCC(=O)Nc1ccccc1C(=O)NC1CC1)c1cccc(Cl)c1 (stereo unspecified) | -2.0 | -2.5 | -12.3 | 2.8 | 13.9 | 24.3 | 8.2 | -1.7 | 1.5
C/C=C/C(=O)N1CC2(CC(c3cccc(NC(=O)/C(C)=C/C)c3)=NO2)C[C@H]1C(N)=O (stereo partly specified) | -3.0 | 6.9 | -1.8 | 9.6 | 8.4 | -5.4 | -1.8 | -4.3 | -1.2
CCSc1ncc(/C=N/Nc2ccc(Cl)cc2)n1C | 8.9 | 70.0* | 5.1 | -29.2 | 45.9* | -192.9 | -22.7 | -37.3 | 6.9
CNS(=O)(=O)c1cccc(C(=O)OCC(=O)N2c3ccccc3CC2C)c1 (stereo unspecified) | 0.4 | 4.7 | 3.1 | 12.8 | 17.3 | 15.6 | -3.2 | 17.1 | 0.8
CC(CC(=O)Nc1ccc(Cl)c([N+](=O)[O-])c1)c1ccccc1 (stereo unspecified) | -4.8 | 34.8 | -5.4 | 42.3* | 37.6 | 19.3 | 2.8 | 6.1 | -2.0
Cc1ccc(NC(=O)C2CCCN2C(=O)NC2CCCCC2)c(C)c1 (stereo unspecified) | 0.3 | 27.8 | 2.8 | 8.1 | 16.4 | -20.4 | 5.1 | 12.6 | 3.7
COc1ccccc1C(=O)NCCC(=O)Nc1cccnc1 | 0.8 | 11.0 | -3.8 | -8.4 | -8.7 | 12.6 | 2.3 | 4.3 | -0.8

Following part.
Molecule | UPR XBP1 act | tim23-1 inh | APJ ag | TIM10 inh | tim10-1 inh | Mdm2 MdmX PPI | CXCR6 inh | APJ antag | CHOP UPR activ
Cn1nc(C(=O)N2CCN(c3ccc(F)cc3)CC2)c2c1-c1ccccc1S(=O)(=O)C2 | 1.9 | 25.6 | 2.1 | 15.7 | 33.9 | 23.1 | 5.0 | 1.5 | -1.0
CCOc1ccccc1NC(=O)c1ccccc1NC(=O)c1ccco1 | 5.8 | 11.8 | -3.4 | 9.6 | 19.2 | 13.1 | 8.6 | 3.4 | 0.4
COc1ccc(F)cc1S(=O)(=O)n1nnc2ccccc21 | -3.1 | 47.4 | -0.8 | 24.3 | 50.3* | 17.4 | 8.2 | 14.7 | -0.8
CCOc1cc(/C=C(\C#N)C(N)=O)ccc1OCc1c(C)no[n+]1[O-] | 4.3 | 11.8 | -2.0 | -2.1 | 1.7 | 22.2 | -4.2 | 0.9 | -2.6
COc1ccc(NS(=O)(=O)c2cccc(C(=O)NNC(=O)CNC(=O)c3ccc(C)cc3)c2)cc1 | -2.3 | -17.2 | -2.9 | 4.0 | 0.9 | -30.2 | 10.5 | 1.7 | 0.0
CCOC(=O)N1CCC(NC(=O)CCC(=O)N2CC(C)Oc3ccc(C)cc32)CC1 (stereo unspecified) | -3.2 | 8.0 | -4.8 | -5.8 | 11.1 | -0.8 | 0.2 | -8.6 | -1.1
Cc1ccc(Oc2ccc(OCC(=O)OC3CCS(=O)(=O)C3)cc2)cc1 (stereo unspecified) | -10.1 | 20.5 | -0.8 | -13.5 | 14.8 | -11.3 | nt | -12.5 | -4.7
CCN(CC)C(=O)c1csc(Nc2cccc3ccccc23)n1 | -2.2 | 42.3 | 0.9 | 9.3 | 36.2 | -2.5 | -8.3 | -36.5 | 2.9
COc1cc(C(=O)Nc2nc3ccccc3[nH]2)ccc1OC(F)F | 15.1 | 14.9 | 12.5 | 6.8 | 15.0 | -60.8 | -12.7 | -9.2 | 6.2
COc1ccc(-n2ncc3c2CC(C)(C)CC3NC(=O)CCn2nc(C)cc2C)cc1 (stereo unspecified) | -3.1 | 7.6 | -2.2 | 5.0 | 2.6 | 3.1 | -4.7 | 2.2 | -2.0
CC(=O)Nc1cccc(NC(=O)c2ccc3[nH]c(C)c(C)c3c2)c1 | 8.7 | 11.1 | 3.9 | 2.0 | -0.4 | -20.9 | -7.5 | 9.7 | 3.7
COc1ccccc1C(=O)NC(=O)COC(=O)Cn1[nH]c(=O)c2ccccc2c1=O | 1.7 | 0.2 | -6.4 | 8.7 | 4.2 | -15.4 | -5.7 | 15.6 | 2.2
Cc1cccc(N2CCN(C(=O)C3CCC(CNS(=O)(=O)c4cccs4)CC3)CC2)c1C (stereo unspecified) | -1.1 | 35.0 | 0.1 | 33.8 | 28.3 | 43.0 | 3.0 | 13.9 | 5.8

Single values from the results shown.
tim10-1 inh result of COc1ccccc1C(=O)NC(=O)COC(=O)Cn1[nH]c(=O)c2ccccc2c1=O : 4.2
CHOP UPR activ result of Cn1nc(C(=O)N2CCN(c3ccc(F)cc3)CC2)c2c1-c1ccccc1S(=O)(=O)C2 : -1.0
